EPAC2 antagonist = qHTS for Antagonist of cAMP-regulated guanine nucleotide exchange factor 2 (EPAC2): primary screen; 360,000 compounds, 0.18% hits; Rap guanine nucleotide exchange factor 4 (Homo sapiens), Q8WZA2; Potency, µM (series often up to 114 µM), for the others: at the top dose activity, negative = inhibition, hits mostly inhibitors; EPAC2 GEF exchange of Rap1B-BODIPY-GDP, fluorescence; note: potency is the fitted concentration of half-maximal effect; % is set by controls: 0 for no effect and ±100 for the full control effect; nearly all actives have a fitted effect of over 45% in size; many of its hits are not listed in these tables
Target sequence (Q8WZA2 whole entry, looked up): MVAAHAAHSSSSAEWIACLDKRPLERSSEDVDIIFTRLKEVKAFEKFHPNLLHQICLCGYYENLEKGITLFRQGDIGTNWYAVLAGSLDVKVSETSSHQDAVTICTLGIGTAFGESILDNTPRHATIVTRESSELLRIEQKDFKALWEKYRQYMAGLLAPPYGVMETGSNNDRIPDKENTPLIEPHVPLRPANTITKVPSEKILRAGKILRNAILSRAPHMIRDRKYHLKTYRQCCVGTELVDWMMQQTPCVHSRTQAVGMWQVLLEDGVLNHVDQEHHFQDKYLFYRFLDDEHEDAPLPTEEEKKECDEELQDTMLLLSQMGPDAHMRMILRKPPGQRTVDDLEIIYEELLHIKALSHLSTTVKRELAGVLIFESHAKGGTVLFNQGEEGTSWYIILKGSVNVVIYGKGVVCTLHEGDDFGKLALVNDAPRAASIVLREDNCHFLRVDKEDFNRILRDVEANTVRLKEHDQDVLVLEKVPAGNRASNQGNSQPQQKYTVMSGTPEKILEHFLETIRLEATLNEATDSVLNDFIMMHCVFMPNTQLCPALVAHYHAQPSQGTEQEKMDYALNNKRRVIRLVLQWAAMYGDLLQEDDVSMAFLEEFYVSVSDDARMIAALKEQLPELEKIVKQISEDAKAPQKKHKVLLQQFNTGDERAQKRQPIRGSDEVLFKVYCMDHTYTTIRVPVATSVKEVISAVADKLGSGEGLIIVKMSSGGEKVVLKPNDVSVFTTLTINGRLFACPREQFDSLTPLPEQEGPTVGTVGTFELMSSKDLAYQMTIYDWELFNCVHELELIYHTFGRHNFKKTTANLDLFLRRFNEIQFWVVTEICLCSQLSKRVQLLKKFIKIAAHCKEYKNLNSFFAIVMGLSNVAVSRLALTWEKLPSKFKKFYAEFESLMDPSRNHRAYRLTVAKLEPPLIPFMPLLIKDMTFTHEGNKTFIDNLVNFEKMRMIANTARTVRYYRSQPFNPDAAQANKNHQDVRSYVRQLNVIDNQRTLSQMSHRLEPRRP
TDP43 rescue = qHTS of TDP-43 Inhibitors; TDP-43 expressing yeast growth rescue, BacTiter-Glo, 24 h; Potency, µM (top dose mostly 46.1 µM), for inactives: at the top dose growth rescue (activation), most hits filed as activators; 410,000 compounds, 1.8% hits; note: potency is the fitted concentration of half-maximal effect; % of control where 0% means no effect; nearly all actives have a fitted effect of over 50% in size
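In this qHTS, compounds that restore growth of yeast expressing TDP-43 appear as activators. Cells (OD600=0.02, galactose medium, raffinose-pregrown) are incubated with compound 24 hr at 30 deg C and growth is quantified by BacTiter-Glo.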
D3 antag = qHTS of D3 Dopamine Receptor Antagonist: qHTS; D(3) dopamine receptor (Homo sapiens), P35462; D3R cells, DiscoveRx beta-arrestin luminescence, antagonist mode; stronger effect = lower value; max response, negative = inhibition, %; 360,000 compounds, 2.5% hits; AID 652054, 2013; in the data active = max response below about -50%; inconclusive = no clear call, values can overlap the other calls; note: % is set by controls: 0 for no effect and ±100 for the full control effect; mostly tested at two doses, the higher about 12 µM
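Cells plated overnight at 1500 cells/well, then exposed to library compounds with dopamine controls for 90 minutes at 37 degrees C. DiscoveRx reagent added for 30–60 minutes at room temperature; luminescence read, quantitative HTS format.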
FUS suppressor = qHTS for Suppressors of FUS Proteinopathy: Primary screen using FUS-linked yeast assay. S. cerevisiae FUS-expressing, growth rescue, OD600, 24 h. Potency, µM (doses to about 76.6 µM), without a hit: top-dose growth rescue (activation), actives largely listed as activators. 390,000 compounds, 0.24% hits. AID 1347120, 2019;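 note: potency is the fitted concentration of half-maximal effect; plate controls were DMSO vehicle for no effect and reference control for full effect; nearly all actives have a fitted effect of over 55% in size; some results filed as inactive show a strong effect at the top dose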
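Absorbance at 600 nm, taken 24hr after compound addition, measured rescue of FUS-yeast growth at 30C. Induction used 2% galactose with seeding at OD 0.005. Controls: CP55940 from 92uM final, DMSO only.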
Abeta rescue = qHTS for compounds that reverse cellular toxicity of Amyloid beta (A-beta) peptide in yeast: Primary Screen. yeast expressing A-beta42, growth rescue, OD600, 48 h; response scale: 0% DMSO, 100% iron-clioquinol control. 410,000 compounds, 0.063% hits. Potency, µM (titrated, usually from 46.1 µM), inactives show top-dose growth rescue, usual class: activators. AID 1347071, 2019; note: potency is the fitted concentration of half-maximal effect; nearly all actives have a fitted effect of over 55% in size
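Growth rescue measured by 600 nm absorbance after 48 h yeast culture at 30 C with compound. Values normalized between DMSO and an equimolar ferric chloride plus clioquinol control.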
D3 ag = qHTS of D3 Dopamine Receptor Agonist: qHTS; 410,000 compounds, 0.58% hits; D(3) dopamine receptor (Homo sapiens), P35462; AID 652048, 2013; D3R DiscoveRx beta-arrestin cells, luminescence, 90 min; max activation, %; in the data active = max activation above about 30%; note: 0% is about no effect; mostly tested at two doses, the higher about 12 µM
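Agonist-mode cell screen: cells plated at 1500/well and incubated overnight at 37 °C, then exposed to library compounds for 90 min at 37 °C. Detection reagent was added for 30–60 min at room temperature, and luminescence was read.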
EPAC2 agonist = qHTS for Agonist of cAMP-regulated guanine nucleotide exchange factor 4 (EPAC2): primary screen; Rap guanine nucleotide exchange factor 4 (Homo sapiens), Q8WZA2; EPAC2 activation, biochemical qHTS; response scale: 100% = 6.5 mM cAMP response; Potency, µM (titrated, usually from 154 µM), without a hit: at the highest dose activation, most hits filed as activators; 360,000 compounds, 0.079% hits; AID 720711, 2013; note: potency is the fitted concentration of half-maximal effect; nearly all actives have a fitted effect of over 50% in size
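Fluorescence exchange assay: 100 nM EPAC2 with 250 nM RAP1B-BODIPY-GDP and 50 uM GDP; compounds tested as a concentration-titration series (qHTS). Loss of Rap1-bound BODIPY-GDP fluorescence read at 480/540 nm; data normalized to 6.5 mM cAMP.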
aSyn yeast inh = qHTS of alpha-syn Inhibitors; 370,000 compounds, 0.14% hits; AID 652106, 2013; Potency, µM (top dose mostly 46.1 µM), inactives show top-dose growth rescue (activation), hits mostly activators; Yeast expressing alpha-synuclein, growth rescue, BacTiter-Glo, 24 h; note: potency is the fitted concentration of half-maximal effect; % of control where 0% means no effect; nearly all actives have a fitted effect of over 65% in size
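Rescue of yeast growth: cells expressing toxic alpha-synuclein, induced in galactose at OD600 0.02, incubated with compound 24 h at 30 C. ATP luminescence quantified growth; inhibitors of toxicity appear as activators.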
The depositor's hits bear a star; ? = inconclusive; . = not tested or not shown; & = joins results of further samples; [ ] = remark or other dose. Unless noted, calls come from the whole dose curve; as a rule, active = well fitted curve in the direction sought with a large enough effect; inconclusive = small, poorly fitted or top-dose-only effect, or another doubt; inactive = no such curve, though single readings can be large; an effect the other way counts as inactive or inconclusive. An excerpt. The share of hits here may be higher or lower than overall.

SMILES	EPAC2 antagonist	TDP43 rescue	D3 antag	FUS suppressor	Abeta rescue	D3 ag	EPAC2 agonist	aSyn yeast inh
O=C(CN(C(=O)CNC(=O)c1cccs1)c1ccc2c(c1)OCCO2)NC1CCCC1	-7%	-4%	13	-14%	-2%	-3	3%	1%
COCCNC(=O)CSc1nc2cc3c(cc2c(=O)n1CCCC(=O)NCc1ccc(OC)cc1)OCO3	2%	12%&13%	17	0%&6%	26%&-9%	6&7	-2%	4%
CCCNC(=O)C1CCC(CNS(=O)(=O)c2cccc3nsnc23)CC1 (stereo unspecified)	-5%	8%	3	8%	13%	5	6%	-1%
Cc1cccn2c(CN(C)C3CCOC3)c(C(=O)N3CCCCC3)nc12 (stereo unspecified)	17%	-10%[0.397 µM]	10	3%	7%	2	3%	-3%
CCc1ccc(NC(=O)Nc2ccc3c(c2)CCC3)cc1	0%	-10%	-10	-8%	1%	-3	5%	-11%
CCc1ccccc1NC(=O)CCn1nc(C)c2c(C)n(-c3ccccc3)nc2c1=O	.	-1%	.	-18%	-9%	2	.	.
O=[N+]([O-])c1ncccc1OCc1ccc(-c2ccccc2)cc1	-14%	?	-10	-6%	0%	3	8%	-4%
Cc1cc(C)c(C)c(S(=O)(=O)N2CCC(C(=O)N3CCCC3)CC2)c1C	0%	-40%[inhibitor]	0	15%	-23%	-6	18%	16%
CC(=O)N1c2ccccc2Sc2ccc3ccccc3c21	?	?	1	23%	25%	1	11%	2%
O=C(CCCOc1ccc(Cl)cc1Cl)N/N=C\C1CCCCC1	-13%	-6%	2	31%	26%	2	-1%	4%
c1ccc2c(c1)nnn2Cn1nnc2ccccc21	6%	?	3	-32%	1%	2	3%	10%
CC(C)[C@H](NC(=O)c1ccccc1)C(=O)NC1CCCCCCC1	-8%	-3%	-14	22%	-12%	-11	-8%	-6%[1.84 µM]
CC(=O)c1cc2c(cc1NC(=O)CSc1nnc(C)s1)OCO2	8%	8%	-15	11%	4%	-3	3%	0%
Cc1ccccc1C(=O)NNC(=O)CN1C(=O)c2ccccc2C1=O	4%	5%	1	-13%	-9%	-11	5%	2%
CCN(CC)S(=O)(=O)c1cc(NC(=O)CSc2nc3c(cc2C#N)C(=O)CC(C)(C)C3)ccc1C	2%	0%	12	18%	12%	34*	4%	1%
Clc1ccc(/C=C\c2nccc3c2[nH]c2ccccc23)cc1	10%	-12%	-16	36%	-74%[inhibitor]	-12	2%	-12%
O=C1CNC(=S)N1c1nc(-c2ccccc2)cs1	0%	5%	-2	45%	-10%	2	6%	-12%
CC(C)(C)c1ccc(C(=O)N2CCC(=O)N(C(CO)Cc3ccccc3)CC2)cc1 (stereo unspecified)	2%	-1%	?	20%	-5%	-22	-5%	-1%
CCOC(=O)c1ccc(NC(=O)CCn2c(=O)c3cccn3c3cccnc32)cc1	.	5%	.	5%	-11%	-1	.	.
CC1CCCN(CCCNC(=O)c2ccc(N3CCCC3=O)cc2)C1 (stereo unspecified)	2%	-7%	2	3%	11%	-5	10%	-11%
COc1ccc(CCNc2oc(COc3ccccc3)nc2C#N)cc1	-18%	?	-13	.	-4%	-4	10%	-9%
CCOCCCn1c(=NC(=O)c2cccs2)c(C#N)cc2c(=O)n3ccccc3nc21	5%	4%	-19	-8%	6%	-2	3%	1%
O=C(CN1C(=O)NC2(CCCCC2)C1=O)Nc1cccc(S(=O)(=O)N2CCCC2)c1	13%	-10%	-16	.	-8%	2	14%	-5%
Cc1cccc(N(C(=O)CNC(=O)c2ccco2)C(C(=O)NC2CCCC2)c2cccnc2)c1 (stereo unspecified)	-2%	4%	1	6%	2%	3	-2%	1%
COc1cc(C(=O)OCC(=O)N2CCCC2)cc(OC)c1OC	0%	4%	16	-14%	-4%	4	-1%[15.6 µM]	2%
CC(=O)Nc1ccc(NC(=O)c2ccc(COc3ccc(Cl)cc3Cl)o2)cc1	.	13%	.	4%	9%	3	.	.
O=C(Cn1c(-c2ccccn2)nc2ccccc21)N/N=C/c1cccnc1	12%	-24%	7	18%	-1%	-4	-1%	-3%
CCOc1cc(C2NC(=O)NC(C)=C2C(C)=O)cc(Cl)c1OCC(=O)O (stereo unspecified)	-3%	-3%	-11	6%	-9%	3	6%	3%
COc1ccc(NS(=O)(=O)c2c(C)nc3scc(C)n3c2=O)cc1	.	15%	.	-2%	?	-3	.	.
COc1ccc(C(=O)Nc2ncc3c(n2)CC(c2ccco2)CC3=O)cc1 (stereo unspecified)	5%	15%	1	-5%	10%	1	1%	2%
NC(=O)c1ccccc1O	17%	0%	-15	-31%	-33%[inhibitor]	-10&-8	3%	-2%
O=C(C1=C(O)C(=O)N(CCCn2ccnc2)C1c1ccccc1)c1ccco1 (stereo unspecified)	2%	13%	5	18%	5%	-1	3%	-7%
Clc1ccc(C2=CSC3=NCCN23)c(Cl)c1	2%	-17%	2	2%	-9%	-9	6%	-10%
Cc1nn(Cc2ccccc2Cl)c(Cl)c1C(=O)NCCc1ccccc1	-9%[57.1 µM]	7%	11	-3%	5%	1	-1%	2%
Cc1onc(-c2ccccc2Cl)c1C(=O)NNC(=O)C1CCN(Cc2ccccc2)CC1	9%	12%	0	-16%	-2%	-7	7%	-3%
COC(=O)CNC(=O)C1CCCN1C(=O)CNC(=O)OCc1ccccc1 (stereo unspecified)	-7%	-21%	-15	9%	-3%	-4	13%	-10%
Cc1cc(C)n2c(NC3CCCC3)c(-c3cc4ccccc4o3)nc2n1	?	?	43	27%	-32%[inhibitor]	24	7%	?
COc1ccc(NC(=O)NCCCN2CCN(c3ccccc3F)CC2)cc1	6%	3%	?	3%	-2%	34*	2%	-1%
Cc1ccc(S(=O)(=O)N2C(=O)CCC2C(=O)N2CCN(C)CC2)cc1 (stereo unspecified)	2%	-20%	-12	11%	-6%	-26	7%	-1%
N#Cc1ccsc1NC(=O)CN1CCN(c2ccccc2O)CC1	-3%	2%	16	.	-2%	2	4%	-1%

Part of the list above in order of SMILES length, largest number first.
SMILES	EPAC2 antagonist	TDP43 rescue	D3 antag	FUS suppressor	Abeta rescue	D3 ag	EPAC2 agonist	aSyn yeast inh
Cc1cccc(N(C(=O)CNC(=O)c2ccco2)C(C(=O)NC2CCCC2)c2cccnc2)c1 (stereo unspecified)	-2%	4%	1	6%	2%	3	-2%	1%
COc1ccc(C(=O)Nc2ncc3c(n2)CC(c2ccco2)CC3=O)cc1 (stereo unspecified)	5%	15%	1	-5%	10%	1	1%	2%
NC(=O)c1ccccc1O	17%	0%	-15	-31%	-33%[inhibitor]	-10&-8	3%	-2%

Next part.
SMILES	EPAC2 antagonist	TDP43 rescue	D3 antag	FUS suppressor	Abeta rescue	D3 ag	EPAC2 agonist	aSyn yeast inh
C=CCOC(=O)C1=C(C)NC(=O)NC1c1cn(-c2ccccc2)nc1-c1cccs1 (stereo unspecified)	-23%	-24%	15	?	-21%	14	18%	-4%
COC(=O)C1CC(O)CN1C(=O)c1ccco1 (stereo unspecified)	-2%	-14%	14	0%	0%	22	9%	-1%
COc1ccc(Cl)cc1C(=O)NNC(=O)c1csc(N2CCOCC2)n1	1%	4%	1	9%	-10%	9	1%	4%
CCOc1cc(/C=C(\C(=O)O)c2ccc(S(=O)(=O)N3CCCC3)s2)ccc1OC	-9%	-1%	0	-6%	6%	0	8%	-3%
Cc1cc2n(n1)SC(Nc1cc(Cl)ccc1Cl)N2 (stereo unspecified)	8%	?	29	37%	-15%	-4	15%	-18%
CCCCNC(=O)Nc1c(C(=O)OCC)[nH]c2ccccc12	-6%	19%	0	-17%	-11%	3	-11%	-8%
COc1cccc2c1OC1(C)CC2NC(=O)N1c1cccc(C(=O)Nc2ccc3c(c2)OCCO3)c1 (stereo unspecified)	10%	-16%	12	40%	-7%	7	1%	-2%
COc1ccc(C2=Nn3c(nnc3-c3ccccn3)SC2)cc1	5%	6%	10	.	20%	6	-5%	3%
COc1ccc([C@H]2CC(=O)C[C@@H](CCn3cc(CC4CCCC4)nn3)O2)cc1	5%	0%	5	15%	-1%	2	4%	-1%
CCCC(=O)N(c1ccc2oc(-c3ccccc3)c(C(=O)OCC)c2c1)S(=O)(=O)c1ccc(C)cc1	.	-6%	.	5%	-8%	-20	.	.
Cc1cc(SCC(=O)c2cccs2)nc2c(C)cccc12	-7%	10%	8	.	?	3	5%	0%
COc1ccc(/C(N)=N/OC(=O)CC2CCCCC2)cc1	11%	3.2µM*	9	11%	-30%	4	3%	-25%
CCOC(=O)c1cc([N+](=O)[O-])c([N+](=O)[O-])cc1NC(C)=O	2%	?	-21	4%	-91%[inhibitor]	-20	-10%	-77%[inhibitor]
CCC(C)N(C(=O)Cn1cnc2c1c(=O)n(C)c(=O)n2C)C1CCS(=O)(=O)C1 (stereo unspecified)	0%	-30%[inhibitor]	-5	13%	-4%	-13	-2%	-14%
CC(=O)NS(=O)(=O)c1ccc(NC(=O)CC(C)c2ccccc2)cc1 (stereo unspecified)	-5%	5%	-10	-15%	-9%	-4	4%	0%
CN(C)C(=S)NC(=S)Nc1ccc2ccccc2c1	-5%	?	-5	.	-9%	1	8%	-17%
Cc1ccc(S(=O)(=O)Cc2ccc(C(=O)NCCc3ccc(Cl)cc3)o2)cc1	.	?	.	-6%	-10%	-13	.	.
c1ccc2c(CCNc3ncnc4nc[nH]c34)cccc2c1	4%	1%	14	7%	10%	6	14%	-3%
CC1CCN(N=Nc2nc3c([nH]2)c(=O)n(C)c(=O)n3C)CC1	-7%	-8%	-5	-5%	6%	-7	11%	5%
Cc1cc2ccccc2n2c(SCC(=O)N3CCc4ccccc4C3)nnc12	0%	0%	11	24%	3%	0	-7%	3%
O=C1CCCN1CCCNS(=O)(=O)c1ccc(F)cc1F	0%	-1%	8	-11%	-3%	11	2%	1%
O=C(CN1CCN(c2ccc(F)cc2)CC1)NCC1CCCO1 (stereo unspecified)	7%	0%	13	27%	12%	2	-6%	-4%
Cc1c(C(=O)NCc2ccccn2)oc2ccccc12	18%	-5%	-10	30%	20%	-28	4%	-2%
